S3 lipid droplet: qHTS Assay for Lipid Storage Modulators in Drosophila S3 Cells | Drosophila S3 cells, BODIPY lipid droplet fluorescence, 18-24 h; cells fed with added oleic acid | Potency in µM for hits, for the others lipid storage change, negative = inhibition, % at the top dose, mostly 46.1 µM | hit rate 0.64% among 320,000 | AID 2685; active = well fitted inhibition curve with a large enough effect in the signal ratio, with a control signal flat, not every such curve was filed as active; inconclusive = small, poorly fitted or top-dose-only effect, or effect the other way, or a change in a side signal; the % refers to the signal ratio
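Laser-scanning cytometry quantifies lipid droplet accumulation (500–530 nm total intensity; droplet/cell object ratio) in oleic acid-fed (400 uM added) Drosophila S3 cells treated with a concentration series. 20 uM Triacsin C defined 100% inhibition.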
S3 lipid droplet cell count max: recorded beside S3 lipid droplet, whose call it bears; cell number change, %; measured here: cell count max response;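 cells counted by Cell Tracker Red CMTPX staining in the red channel; peak over a dose series mostly up to 46.1 µM; percent activity relative to internal control wells on each plate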
Starred values were filed as active, the others as inactive; i = inactive; ? = inconclusive; . = no result given; [ ] = dose if it differs, or a comment. % is scaled to controls: 0 for no effect and ±100 for the full control effect; potency is read from the fitted curve at half-maximal effect. Some of the compounds tested (hit frequency here may not be typical).

Compound,S3 lipid droplet,S3 lipid droplet cell count max
COc1ccc(F)cc1CN1CCN(C(=O)CCC(=O)Nc2nnc(C3CCCCC3)s2)CC1,i,22
CCOc1cc(N2CCOCC2)c(OCC)cc1NC(=O)COC(=O)CCOc1cc(C)ccc1C,?,.
CCN(CC)S(=O)(=O)c1ccc(C)c(NC(=S)Nc2cccc(S(=O)(=O)N3CCCCCC3)c2)c1,10%,10
Nc1cccc2c1nnn2C1OC(CO)C(O)C(O)C1O (centres undefined),-5%,2
CCC(C)NS(=O)(=O)c1ccc(NC(=O)c2cccs2)cc1 (centres undefined),14%,-2
O=C(Nc1ccc2oc(Cc3ccc(Cl)cc3)nc2c1)c1cccnc1,?,.
CN(C)/C=N/c1c(C(=O)NCc2ccccc2)nnn1Cc1ccccc1,?,.
CCOC(=O)c1c(NC(=O)C2CCCCC2)sc2c1CCN(CC)C2,i,-16
COC(=O)c1cccc(COC(=O)CNC(=O)c2ccco2)c1,?,.
CCN(CC)C(=O)c1sc2nc(-c3ccccc3)ccc2c1N,?,.
O=Cc1cc(N=Nc2ccccc2Cl)ccc1O,?,.
Cc1ccc(SCC(=O)OCC(=O)NC2CCCCCCC2)cc1,?,.
COc1cccc(C(=O)NCCN2CCN(c3ccc(Cl)cc3)CC2)c1,?,.
COc1cnc(-c2ccccc2)nc1Oc1cccc(C)c1,?,.
CCc1c(C(=O)NC2CCCCC2)[nH]c(C)c1C(C)=O,-2%,7
CO[C@@]12[C@H](COC(N)=O)C3=C(C(=O)C(C)=C(N)C3=O)N1C[C@@H]1N[C@@H]12,?,.
CCCC/C(=N\NC(=O)c1ccc(Br)o1)c1ccccc1,?,.
O=C(O)CCN1c2ccccc2Sc2ccccc21,?,.
CCCCN(C)S(=O)(=O)c1ccc(C(=O)Nc2nnc(CSC)o2)cc1,22%,11
C/C=C/c1ccc(OCCOc2cccc3cccnc23)c(OC)c1,?,.
Cc1ccc(C(=O)Nc2cccc(NC(=O)CN3CCCCC3)c2)cc1,?,.
CC(=O)c1cccc(NC(=S)NC(=O)c2ccc(C)cc2Cl)c1,-10%[9.22 µM],6
CC1CC(=O)N(CC(=O)Nc2cccc(Cl)c2)c2ccccc2S1(=O)=O (centres undefined),?,.
CC(=O)c1ccc(NS(=O)(=O)c2ccc(-c3cnc(C4CC4)o3)cc2)cc1,i,-12
CC1CC(C)CN(S(=O)(=O)c2ccccc2[N+](=O)[O-])C1 (centres undefined),?,.
Cc1occc(=O)c1O,?,.
O=C(O)c1ccc(CSc2nc3ccc(NC(=O)c4ccccc4C(=O)O)cc3s2)cc1,?,.
Cn1cc(/C=C(\C#N)C(=O)Nc2ncc(Cc3ccc(Cl)cc3)s2)c2ccccc21,?,.
Cc1ccc(C)c2[nH]c(=O)c(CCNC(=O)CCc3ccccc3)cc12,-5%,18
O=C(Nn1cnnc1)c1ccccc1Cl,?,.

Compound profiles (already shown):
Cc1ccc(C(=O)Nc2cccc(NC(=O)CN3CCCCC3)c2)cc1 is entered as S3 lipid droplet: ?; S3 lipid droplet cell count max: .
Cc1ccc(SCC(=O)OCC(=O)NC2CCCCCCC2)cc1 is entered as S3 lipid droplet: ?; S3 lipid droplet cell count max: .

Next section
Compound,S3 lipid droplet,S3 lipid droplet cell count max
c1ccc(Cc2nnc(N3CCCCC3)c3ccccc23)cc1,24%,-8
COc1cccc(CN2CCN(Cc3nc(-c4cccc(F)c4F)oc3C)CC2=O)c1,4%,-13
COC(=O)CSc1nnc(CNC(=O)c2ccccc2OC)n1C,?,.
O=C(NCCN1CCN(c2ccccc2F)CC1)c1ccc2nc3ccccc3c(=O)n2c1,?,.
Cn1c(=O)[nH]c(=O)c2c1nc(NC1CCCCC1)n2CC(=O)NC1CCCCC1,?,.
CCn1c(O)c(/C=N/N=C/c2ccccc2)c2ccc(C3=NNC(=O)CC3)cc21,?,.
CC1CCCN(S(=O)(=O)c2ccc(C(=O)NC(C)c3ccccc3)cc2)C1 (centres undefined),?,.
Cc1cc(CNC(=O)COc2ccccc2)c2ccccc2n1,10%,16
COc1ccc(C(C)=O)cc1CSCCC(=O)O,-20%,-18
COCCCN1C(=O)C2C(C(=O)Nc3cccc(Cl)c3)C3C=CC2(O3)C1C(=O)NC1CCCCC1 (centres undefined),i,3
C=CCN(CC=C)S(=O)(=O)c1ccc2nc(NC(=O)C(C)C)sc2c1,?,.
O=C(CCCN1C(=O)c2ccccc2C1=O)NCCCN1CCOCC1,?,.
Cn1cc([N+](=O)[O-])cc1-c1nc2ccccc2n1C,i,9
CCN(CC)S(=O)(=O)c1ccc(C(=O)N(c2ccccc2)C2C=CS(=O)(=O)C2)cc1 (centres undefined),?,.
CCOC(=O)c1c(NC(=S)Nc2ccc(Cl)cc2)sc2c1CCN(C)C2,?,.
CCOC(=O)Cc1csc(NC(=O)CSc2nnc(C3CC3)n2C)n1,-8%,-3
Cc1ccnc(NC(=O)c2cccc(NC(=O)COc3ccccc3)c2)c1,-21%,0
CC(OC(=O)Cn1c(C(F)(F)F)nc2ccccc21)C(=O)N1CCCc2ccccc21 (centres undefined),?,.
CCCCNC1C(CC)C(CCC)C(C#N)(C#N)C1(C#N)C#N (centres undefined),i,.
COCCCNCCCCOc1ccc(Br)cc1C,-1%,7
Cc1ccc(S(=O)(=O)Oc2ccc(/C=C(/NC(=O)c3ccccc3)C(=O)NCCC(=O)O)cc2)cc1,?,.
COc1cc(/C=N/NC(=S)Nc2cccc(C(=O)O)c2)cc(OC)c1OC,7%,14
Cn1c(C(C#N)C(=O)c2sc3ccccc3c2Cl)nc2ccccc21 (centres undefined),21%,-4
CCN1C(=O)[C@@H]2[C@@H](c3ccc(-c4ccc5c(c4)OCO5)cc3)N3CCCC[C@@]3(C(=O)OC)[C@@H]2C1=O,?,.
Cc1c(O)cc2c(c1O)C(=O)CC(c1ccccc1)O2 (centres undefined),-2%,-23
C[C@]12CC[C@@H]3c4ccc(O)cc4CC[C@H]3[C@@H]1C[C@@H](O)[C@@H]2O[C@@H]1O[C@H](C(=O)O)[C@@H](O)[C@H](O)[C@H]1O,?,.
COc1ccc(Cl)cc1NC(=O)CN(C)CC(=O)N1CC(=O)Nc2ccccc21,1.3µM*,-5.4*
C[C@@H](NC(=O)c1nc[nH]c1C(=O)NC1CCN(C(=O)OC(C)(C)C)CC1)c1ccccc1,?,.
COCCNC(=O)COc1coc(CN2CCN(Cc3ccccc3)CC2)cc1=O,?,.
CC(=O)Nc1ccc(/C=C(\C#N)C(=O)NC2CCCCC2C)cc1 (centres undefined),?,.

Every second line gives: S3 lipid droplet | S3 lipid droplet cell count max
CCC1CN(C(=O)NCc2ccc(F)cc2)c2cc(C)ccc2O1 (centres undefined)
    ? | .
Cc1c(Cl)cccc1NC(=O)Nc1cnccn1
    ? | .
CCC(C)C(=O)Nc1ccccc1N1CCN(c2ccc(F)cc2)CC1 (centres undefined)
    ? | .
O=C(NCc1ccco1)c1cccc(F)c1
    ? | .
Cc1ccc(-c2nc(N3CCOCC3)sc2C(=O)N2CCCCC2)cc1
    5% | 2
Nc1cc(N2CCCCC2)c([N+](=O)[O-])cc1Cl
    19% | 3
COc1ccccc1-n1c(-c2ccc(NS(C)(=O)=O)cc2)n[nH]c1=S
    ? | .
Cc1c(NS(=O)(=O)c2ccc([N+](=O)[O-])cc2)c(=O)n(-c2ccccc2)n1C
    ? | .
CC(NS(=O)(=O)c1ccccc1)C1COc2ccccc2O1 (centres undefined)
    ? | .
CC1=NC(=O)C(N=Nc2ccccc2)N1c1ccccc1 (centres undefined)
    ? | .

Every second line gives: S3 lipid droplet | S3 lipid droplet cell count max
CC1=NN(c2nc(-c3ccc(C#N)cc3)cs2)C(=O)C1
    9% | -12
CC(C)c1onc(C(=O)N2CCN(C(c3ccccc3)c3ccccc3)CC2)c1[N+](=O)[O-]
    15% | -10
O=C(NC(=S)Nc1ccc(N2CCOCC2)c(Cl)c1)c1sc2ccccc2c1Cl
    17% | 5
O=C(NCC1CCCCC1)c1cc(Br)ccc1Cl
    i | .
COc1ccc(C2=NN(C(=O)CCC(=O)O)C(c3cccs3)C2)cc1 (centres undefined)
    8% | 2
Cc1nc(Cl)c(C(=O)Nc2cccc(F)c2)c(C)c1Cl
    ? | .
COc1ccc2ccccc2c1C1CC(=O)N2CN(C3CCCCC3)CSC2=C1C#N (centres undefined)
    ? | .
CNC(=S)Nc1cc(Cl)ccc1Oc1ccccc1
    7% | .
N#CCC(=O)Nc1ccc(C(=O)NNC(=O)c2ccccc2-n2cccc2)cc1
    ? | .
Cc1nn(C)c(Oc2ccc(Cl)cc2)c1C(=O)O
    ? | .

Every second line gives: S3 lipid droplet | S3 lipid droplet cell count max
COc1ccc(NC(=O)c2sc3nc(N4CCOCC4)c4c(c3c2N)CC(C)(C)OC4)c(OC)c1
    ? | .
CC1CCN(C(=O)CN2C(=O)NC3(CCCCCC3)C2=O)CC1
    4% | -28
COc1ccccc1N1CCN(C(=O)c2cc3cc(F)ccc3[nH]2)CC1
    ? | .
CCOc1cc(NC(=O)C(C)C)c(OCC)cc1NC(=O)Nc1ccccc1
    ? | .
COc1ccc(/C(C)=N/Nc2ccc(F)cc2F)c(O)c1
    14% | .
COc1ccc(NC(=O)CN(C)C(=O)c2c(-c3ccccc3Cl)noc2C)cc1
    ? | .
COC(=O)Nc1ccc(S(=O)(=O)N2CCC(C(=O)N(C)C3CCCCC3)CC2)cc1
    ? | .
Nc1nnc(SCC(=O)OCC(=O)Nc2ccc(Br)cc2F)s1
    -13% | 6
COc1ccc(C(=O)CSc2nnc(COc3ccccc3)n2Cc2ccco2)cc1
    ? | .
O=C(c1ccc(Cl)cc1[N+](=O)[O-])N(Cc1ccccc1)Cc1ccccc1
    0% | 9

Every second line gives: S3 lipid droplet | S3 lipid droplet cell count max
CC(C)Cn1c(-c2csc3ccccc23)n[nH]c1=S
    5% | -27
CC(Sc1ccccc1)C(=O)N/N=C/c1cccnc1 (centres undefined)
    11% | 11
CN(C)/C=C1/C=C(c2ccccc2)OC1=O
    -3% | 5
CCN1C(=O)CC(C(=O)Nc2ccc(F)cc2)SC1=Nc1ccc2c(c1)OCO2 (centres undefined)
    ? | .
O=C(N/N=C\c1cccnc1)c1ccc(Cl)s1
    ? | .
O=C(Nc1ccncc1)C1CC(=O)N(c2ccc(F)cc2)C1 (centres undefined)
    14% | -6
CC(C)NC(=O)NC(=O)CSc1nncn1C
    ? | .
CCOc1cc(/C=N/NC(=O)C(C)Sc2ccccn2)ccc1O (centres undefined)
    7% | 9
Clc1ccc2c(c1)CCc1cccnc1C2=C1CCNCC1
    ? | 0
O=[N+]([O-])c1nn(-c2ccc3c(c2)OCCO3)n(O)c1=NCc1ccc(F)cc1
    ? | .

Compounds listed so far that contain bromine, in the order listed:
Every second line gives: S3 lipid droplet | S3 lipid droplet cell count max
CCCC/C(=N\NC(=O)c1ccc(Br)o1)c1ccccc1
    ? | .
COCCCNCCCCOc1ccc(Br)cc1C
    -1% | 7
O=C(NCC1CCCCC1)c1cc(Br)ccc1Cl
    i | .
Nc1nnc(SCC(=O)OCC(=O)Nc2ccc(Br)cc2F)s1
    -13% | 6

(cont.)
Every second line gives: S3 lipid droplet | S3 lipid droplet cell count max
CCCCC(=O)Nc1ccc(NC(=S)NC(=O)CC(C)C)cc1OC
    ? | .
Cc1ccc(N2CC(C(=O)NC3CC3)CC2=O)cc1Cl (centres undefined)
    ? | .
O=C(COc1ccc(S(=O)(=O)N2CCCCC2)cc1Cl)N1CCOCC1
    15% | 16
CCC(C(=O)OCC(=O)N(C)c1c(N)n(Cc2ccccc2)c(=O)[nH]c1=O)c1ccccc1 (centres undefined)
    ? | .
Cc1cc(NC(=O)c2ccc(Br)c([N+](=O)[O-])c2)no1
    ? | .
CCOC(=O)C1=C(COC(=O)COc2ccc(C(C)=O)cc2)NC(=O)NC1C (centres undefined)
    -1% | -18
COc1c(Cl)cccc1-c1cn2ccccc2n1
    ? | .
COc1ccc(/C(C)=N\NC(=O)CNC(=O)C(c2ccccc2)c2ccccc2)cc1OC
    ? | .
N#Cc1ccccc1NC(=O)c1ccc(-c2ccccc2Cl)o1
    ? | .
Cc1ccc(C2=NS(=O)(=O)N(C)C(C(=O)NC3CCCCC3)=C2)cc1
    ? | .

3 entries from above, as labelled records.
> COc1ccc(/C(C)=N\NC(=O)CNC(=O)C(c2ccccc2)c2ccccc2)cc1OC
  S3 lipid droplet = ? | S3 lipid droplet cell count max = .

> N#Cc1ccccc1NC(=O)c1ccc(-c2ccccc2Cl)o1
  S3 lipid droplet = ? | S3 lipid droplet cell count max = .

> Cc1ccc(C2=NS(=O)(=O)N(C)C(C(=O)NC3CCCCC3)=C2)cc1
  S3 lipid droplet = ? | S3 lipid droplet cell count max = .

New compounds follow.
Every second line gives: S3 lipid droplet | S3 lipid droplet cell count max
Cn1c(=O)cc(SCC(=O)Nc2cccnc2)c2ccccc21
    ? | .
COc1ccc(/C(=N/OC(C)=O)c2nccc3cc(OC)c(OC)cc23)cc1OC
    ? | .
Cc1ccc(Sc2sc(=O)n(C)c2S(=O)(=O)c2ccc(C)cc2)cc1
    5% | 1
COc1ccc(NC(=O)N2CCCCC2c2cccnc2)cc1 (centres undefined)
    -8% | -9
Cn1cnnc1SC(C(=O)Nc1ccc(F)cc1)c1ccccc1 (centres undefined)
    4% | -4
CCOC(=O)C1CCN(C(=O)c2ccc3snnc3c2)CC1
    2% | -2
